High-throughput results deposited in PubChem BioAssay by PCMD.
Yeast eIF2B – GCN4-lacZ reporter reduction in eIF2B-epsilon mutant yeast, primary screen, S. cerevisiae, eIF2B-epsilon R284H, Beta-Glo luminescence | inhibition, % at 25 µM (by protocol) | 27,000 tested, 0.91% active;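 active = mutant luminescence inhibited past about 50% while wild type luminescence and mutant growth stay under set limits, limit read from the data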; also: some compounds called inactive have numbers as strong as hits
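material = yeast eIF2B-epsilon R284H mutant carrying GCN4–beta-galactosidase fusion | schedule = 16 h growth with compound at 30 °C, 90 min Beta-Glo step | measured by = luminescence and A595 | compound dosing = one concentration, 25 µM, 0.25% DMSO | read-out basis = % inhibition of reporter signal and growth versus controls | buffer or medium = YPD medium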
Yeast tox – yeast growth toxicity, wild-type and mutant, primary screen, cytotoxicity control for eIF2B function restoration project, wild-type and eIF2Bepsilon R284H mutant, A595; growth inhibition, % at 25 µM (by protocol); AID 685, 2007; 30,000 tested, 0.3% active; S. cerevisiae wild-type growth, A595 turbidity, 16 h;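 active = mutant and wild-type yeast strains alike exhibit over 30% growth inhibition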;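 also: 0% = untreated cell controls and 100% = YPD media blanks without cells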
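Incubation: 16 h growth with compound, 30 °C; Material: S. cerevisiae wild-type or eIF2Bepsilon-R284H mutant strain; Signal: turbidity measured as absorbance at 595 nm; Medium: YPD yeast growth medium; Measure: growth inhibition (%) versus cell controls and blanks; Doses: 25 µM single dose.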
Yeast tox inhibition % – second read-out of Yeast tox, no call of its own (marks repeat the call); growth inhibition, %; S. cerevisiae eIF2Bepsilon-R284H mutant growth, A595 turbidity, 16 h;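 each compound tested once at 25 µM; 0% equals untreated cells and 100% equals cell-free medium blanks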
Yeast eIF2B mutant toxicity – also measured in Yeast eIF2B; calls as there; growth inhibition, %; measured here: mutant yeast growth, toxicity;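 each compound tested once at 25 µM; zero equals untreated control growth and 100 equals blank medium absorbance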
Active calls of the source: *; . = no result given. These rows are one share of the data. The share of hits here may be higher or lower than overall.

canonical_smiles	Yeast eIF2B	Yeast tox inhibition %	Yeast eIF2B mutant toxicity	Yeast tox
COc1nc2cc(C)ccc2cc1-c1noc(-c2cccnc2)n1	14	6	6	-15
O=C(COc1ccc(S(=O)(=O)NC2CCCCC2)cc1)NCC1CCCO1 (stereo unspecified)	11	-7	-7	-1
COc1cccc(N(CC(=O)N2CCN(c3ccccc3OC)CC2)S(C)(=O)=O)c1	.	15	.	13
CCOc1nc(-c2ccc(OC)cc2)ccc1-c1noc(C)n1	34	-43	-43	-6
CC1Cc2ccccc2N1C(=O)CSc1nc2ccccc2o1 (stereo unspecified)	-5	-14	-14	4
CCCn1nnnc1SCC(=O)c1ccc(NC(C)=O)cc1	22	8	8	17
Cc1cc(C)c2c(c1)NC(=O)C2(O)CC(=O)c1cccs1 (stereo unspecified)	20	-4	-4	-5
S=C(c1ccc2c(c1)OCO2)N1CCCCC1	-1	16	16	11

Random excerpt: four compounds from above
canonical_smiles	Yeast eIF2B	Yeast tox inhibition %	Yeast eIF2B mutant toxicity	Yeast tox
Cc1cc(C)c2c(c1)NC(=O)C2(O)CC(=O)c1cccs1 (stereo unspecified)	20	-4	-4	-5
S=C(c1ccc2c(c1)OCO2)N1CCCCC1	-1	16	16	11
O=C(COc1ccc(S(=O)(=O)NC2CCCCC2)cc1)NCC1CCCO1 (stereo unspecified)	11	-7	-7	-1
CCCn1nnnc1SCC(=O)c1ccc(NC(C)=O)cc1	22	8	8	17

Further records
canonical_smiles	Yeast eIF2B	Yeast tox inhibition %	Yeast eIF2B mutant toxicity	Yeast tox
CC(C)CN(C(=O)CSc1nnc2c(Cl)cc(C(F)(F)F)cn12)C1CCS(=O)(=O)C1 (stereo unspecified)	16	21	21	15
Cc1cccc(OCCc2nnc(N)s2)c1C	-26	2	2	-10
O=C(CCn1c(=O)oc2ccccc21)Nc1ccon1	12	10	10	9
CC(Nc1nc(N2CCCC2)nc2ccccc12)c1ccccc1 (stereo unspecified)	24	5	5	-7
Cc1sc2nc(C(C)(C)C)oc(=O)c2c1C	20	16	16	15
Cc1cc(C)cc(NC(=O)CN(C)S(=O)(=O)c2cccc3nsnc23)c1	30	4	4	2
Cc1nn(-c2ccccc2)c(Cl)c1C(=O)NCCCCNC(=O)c1c(C)nn(-c2ccccc2)c1Cl	13	-6	-6	-6
N#CC(C#N)=c1ccc2c(c1)N1C3=C(CCCC3)CC3CCCCC31N=2 (stereo unspecified)	24	10	10	8

Remaining list, next part
canonical_smiles	Yeast eIF2B	Yeast tox inhibition %	Yeast eIF2B mutant toxicity	Yeast tox
Cc1ccc(-c2nnn(CC(=O)N(CCO)C(C(=O)NC(C)(C)C)c3ccncc3)n2)cc1 (stereo unspecified)	24	15	15	30
CC1=C(C(=O)OCc2ccc3c(c2)OCO3)C(c2ccc(Cl)cc2)NC(=O)N1 (stereo unspecified)	16	19	19	-13
OCCNc1nc(Nc2ccccc2)nc(Nc2ccccc2)n1	12	0	.	13
COCCN(C(=O)Cc1cccs1)c1nnc(-c2cccnc2)s1	.	-11	.	15
CCCC(=N)C1=C(O)CC(CC(C)SCC)CC1=O (stereo unspecified)	31	2	2	-6
CN(C)C(=O)N1CCN(C(=O)c2ccccc2Sc2ccccc2C#N)CC1	-2	16	16	-8
O=c1/c(=C/c2ccc(CNS(=O)(=O)c3ccccc3)o2)sc2n1CCN=2	62*	-9	-8.6*	3
Cc1cc(C)n(CC(=O)N2c3ccccc3Sc3ccccc32)n1	-15	-53	-53	-12

Remaining list, next part:
canonical_smiles	Yeast eIF2B	Yeast tox inhibition %	Yeast eIF2B mutant toxicity	Yeast tox
N#Cc1c(NC(=O)CSc2n[nH]c(Cc3ccccc3)n2)oc(-c2ccccc2)c1-c1ccccc1	20	.	.	.
Cc1ccc(CSCCNS(C)(=O)=O)cc1	26	7	7	-5
CCCCc1n[nH]c2c1C(=O)CC(C)(C)C2	-1	0	.	4
O=C1OC(N2CCN(C(=O)C3CCCO3)CC2)c2ccccc21 (stereo unspecified)	29	-7	-7	2
O=C(Nc1ccccc1Cl)c1cc(S(=O)(=O)N2CCCC(C(=O)O)C2)ccc1F (stereo unspecified)	10	0	.	6
COc1ccccc1NS(=O)(=O)c1cc(C(=O)NCCN2CCOCC2)ccc1Cl	29	4	4	18
O=S(=O)(c1ccc2oc(-c3ccncc3)nc2c1)c1ccc2oc(-c3ccncc3)nc2c1	3	-3	-3	-8
c1ccc(Nc2nc(N3CCOCC3)c3ccccc3n2)cc1	13	14	14	-15

(continued)
canonical_smiles	Yeast eIF2B	Yeast tox inhibition %	Yeast eIF2B mutant toxicity	Yeast tox
COc1ccc2[nH]c(=O)c(CN(C(=O)c3cccnc3)c3ccc(C)cc3)cc2c1	43	-23	-23	-9
CC(=O)NC(c1ccc(F)cc1)c1cccnc1 (stereo unspecified)	38	.	.	.
CCOc1ccc(-n2c(C)nc3cc(C(=O)NCc4ccco4)ccc32)cc1	20	16	16	8
COc1ccccc1-n1cnc2cc(NCc3ccccn3)ccc21	3	-11	-11	17
Cc1nn(CC(=O)NCc2cccc3ccccc23)c(=O)c2ccccc12	-11	-24	-24	1
CCOC(=O)C1CCN(c2nc3ccccc3nc2C(C#N)C(=O)NCCc2ccccc2)CC1 (stereo unspecified)	28	-4	-4	5
COc1ccc2[nH]c(=O)c(CNc3ccccc3)cc2c1	-17	-5	-5	2
CCOc1cc(S(=O)(=O)N2CC=C(c3ccc(F)cc3)CC2)c(OCC)cc1-n1cnnn1	10	-24	-24	-5

The listing continues.
canonical_smiles	Yeast eIF2B	Yeast tox inhibition %	Yeast eIF2B mutant toxicity	Yeast tox
COC(=O)c1[nH]c2cccc(C)c2c1NC(=O)CN1CCN(c2ccccc2OC)CC1	24	19	19	18
CCCN1C(=O)/C(=C2\SC(N3CCCCC3)=NC2=O)c2ccccc21	41	-45	-45	-17
O=C(CSc1nnc(-c2ccccc2O)o1)Oc1ccc(OCc2ccccc2)cc1	-25	4	4	-26
COC(=O)Cc1cc(=O)n(-c2nc3ccccc3s2)[nH]1	13	.	.	.
Cc1ccc(-c2csc3ncnc(NCCN4CCOCC4)c23)cc1	29	-14	-14	0
CCOC(=O)N1CCN(C(=O)CC(C(=O)N2CCc3ccccc32)n2ccnc2)CC1 (stereo unspecified)	0	-6	-6	13
Cc1cc(N2C(=O)CC(N3CCN(C(c4ccccc4)c4ccccc4)CC3)C2=O)no1 (stereo unspecified)	22	.	.	.
O=C(NC1CC2CCCC(C1)N2S(=O)(=O)c1ccccc1)c1ccco1 (stereo unspecified)	13	-19	-19	8

Next part:
canonical_smiles	Yeast eIF2B	Yeast tox inhibition %	Yeast eIF2B mutant toxicity	Yeast tox
O=C(/C=N/O)Nc1ccc(F)cc1	16	0	.	13
NC(=O)CN1CCOCCOCCN(CC(N)=O)CCOCCOCC1	-24	0	.	4
Cc1oc2c(CN(C)C)c(O)ccc2c(=O)c1-c1cscn1	22	-5	-5	3
O=C(c1ccccc1)N1CCCCC(S(=O)(=O)c2ccc3ccccc3c2)C1=O (stereo unspecified)	.	3	.	3
COc1ccc(CN(CCN2CCOCC2)C(=O)c2c(F)cccc2F)cc1OC	.	0	.	-12
COC(=O)C1C(=O)NC(SC)=C(C#N)C1c1ccccc1F (stereo unspecified)	-1	4	4	1
O=C(c1cccs1)N1CCN(c2ncccn2)CC1	15	12	12	11
COc1ccccc1N1CC(O)=C(c2nc3ccccc3s2)C1=N	.	11	.	16

Going on with the list.
canonical_smiles	Yeast eIF2B	Yeast tox inhibition %	Yeast eIF2B mutant toxicity	Yeast tox
CCCC(=O)C1=C(O)C(C(=O)OC)C(C)(C)CC1=N (stereo unspecified)	22	5	5	10
CCn1c(Cc2ccccc2)nnc1SCC(=O)Nc1nnc(-c2ccccc2)s1	48	-3	-3	-19
O=C(Nc1nc(-c2ccccc2)cs1)C1CCCO1 (stereo unspecified)	-2	12	12	1
CC(C)Cn1cnc2c1c(=O)n(CC(O)c1ccccc1)c(=O)n2CC(C)C (stereo unspecified)	10	-30	-30	-6
Cn1c(Cc2cccs2)nnc1SCC(=O)N1CCc2ccccc21	1	13	13	-1
O=C(c1cccc(S(=O)(=O)N2CCOCC2)c1)N1CCOCC1	15	-32	-32	0
OCCNc1nc(NCCC2=CCCCC2)nc(N2CCOCC2)n1	-1	-5	-5	-8
COc1ccc(C)cc1NC(=O)Nc1ccc(Br)cn1	.	11	.	8

Going on with the list:
canonical_smiles	Yeast eIF2B	Yeast tox inhibition %	Yeast eIF2B mutant toxicity	Yeast tox
Cc1ccc(C2C(C#N)C(C#N)N3CCCN23)cc1 (stereo unspecified)	.	13	.	-8
CC(C)CC(C(=O)Nc1oc(-c2ccco2)c(-c2ccco2)c1C#N)N1C(=O)c2ccccc2C1=O (stereo unspecified)	-10	-3	-3	-1
CC(=O)Nc1cccc(NC(=O)CCc2ccccc2)c1	.	16	.	-1
COc1ccc(Oc2nnc(C)c3ccccc23)cc1	11	13	13	-2
Cc1ccc(C(=O)O/N=C(\N)c2ccc(Br)cc2)cc1C	.	3	.	-6
O=[N+]([O-])c1cc(Cl)cc(C2=NCCN2)c1	.	22	.	20
Cc1cccc(-c2nnc(SCC(=O)Nc3nc4c(s3)CCCC4)n2C)c1	34	-21	-21	-14
CC(=O)N(Cc1c(C#N)c2ccccc2n1C)c1ccccc1	32	-35	-35	-1
CCOc1cccc2cc(C(=O)N3CCc4ccccc4C3)c(=O)oc12	44	0	.	-2
CN(CC(=O)Nc1ccncc1)S(=O)(=O)c1ccccc1	0	9	9	15

Compound profiles, as listed above. Order of screens: Yeast eIF2B, Yeast tox inhibition %, Yeast eIF2B mutant toxicity, Yeast tox
COc1ccc(Oc2nnc(C)c3ccccc23)cc1 is listed as 11, 13, 13, -2
O=[N+]([O-])c1cc(Cl)cc(C2=NCCN2)c1 is listed as ., 22, ., 20
Cc1ccc(C(=O)O/N=C(\N)c2ccc(Br)cc2)cc1C is listed as ., 3, ., -6
CC(=O)Nc1cccc(NC(=O)CCc2ccccc2)c1 is listed as ., 16, ., -1
CCOc1cccc2cc(C(=O)N3CCc4ccccc4C3)c(=O)oc12 is listed as 44, 0, ., -2
